# DTT redox prof – compounds producing H2O2 with reducing agent – biochemical, NIH compound library profiling, artefact control for MLSCN library redox annotation, primary screen; DTT-dependent redox cycling H2O2, phenol red/HRP absorbance; 100% = 100 µM peroxide control, 0% = buffer; activation, % at 10 µM; 0.03% of 200,000 active;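 active = activation of at least 50% relative to the plate's high and low controls in the primary single-dose screen; inactive = activation below 50%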;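 note: compound incubated with DTT at 0.8 mM final as the reducing agent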
# Lmaj promast – reduces viability of Leishmania major promastigotes. 9% of 200,000 active. inhibition, % at 10 µM. AID 1063. resazurin fluorescence viability; in the data active = inhibition above about 50%;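 note: promastigotes grown with compound for 44 hours at 28 °C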
# PPARg SRC-3 ag – promotes SRC-3 coactivator recruitment by human PPARgamma; biochemical PPARgamma/SRC-3 coactivator recruitment assay; activation, % at 8 µM; 0.26% of 200,000 active; AID 731; in the data active = activation above about 23%;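 note: 0% = DMSO and 100% = reference agonist; some compounds past the cut are filed as inactive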
# S1P3 antag – antagonists of human S1P3 receptor; Q99500; CHO S1P3 NFAT-BLA reporter, FRET fluorescence, antagonist mode; inhibition, % at 4.98 µM; 0.27% of 170,000 active;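 active = inhibition above the plate cutoff, the mean inhibition of test wells on that plate plus 3 SD, cut at about 28% in these data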;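 note: cells challenged with S1P at its EC80 of 0.8 µM; blue over green emission ratio from cleaved BLA substrate after 4 h stimulation; 0% = S1P-stimulated wells and 100% = unstimulated DMSO-only wells; some compounds past the cut are filed as inactive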
# TLR4 MyD88 comp – blocks binding of human TLR4 to MyD88; O00206+Q99836; HeLa CL3-4 TLR4/MyD88 BLA complementation, FRET ratio; inhibition, % at 8.4 µM; 0.18% of 200,000 active; in the data active = inhibition above about 25%;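 note: 0% = vehicle and 100% = reference inhibitor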
# Target sequence (O00206 whole entry, looked up): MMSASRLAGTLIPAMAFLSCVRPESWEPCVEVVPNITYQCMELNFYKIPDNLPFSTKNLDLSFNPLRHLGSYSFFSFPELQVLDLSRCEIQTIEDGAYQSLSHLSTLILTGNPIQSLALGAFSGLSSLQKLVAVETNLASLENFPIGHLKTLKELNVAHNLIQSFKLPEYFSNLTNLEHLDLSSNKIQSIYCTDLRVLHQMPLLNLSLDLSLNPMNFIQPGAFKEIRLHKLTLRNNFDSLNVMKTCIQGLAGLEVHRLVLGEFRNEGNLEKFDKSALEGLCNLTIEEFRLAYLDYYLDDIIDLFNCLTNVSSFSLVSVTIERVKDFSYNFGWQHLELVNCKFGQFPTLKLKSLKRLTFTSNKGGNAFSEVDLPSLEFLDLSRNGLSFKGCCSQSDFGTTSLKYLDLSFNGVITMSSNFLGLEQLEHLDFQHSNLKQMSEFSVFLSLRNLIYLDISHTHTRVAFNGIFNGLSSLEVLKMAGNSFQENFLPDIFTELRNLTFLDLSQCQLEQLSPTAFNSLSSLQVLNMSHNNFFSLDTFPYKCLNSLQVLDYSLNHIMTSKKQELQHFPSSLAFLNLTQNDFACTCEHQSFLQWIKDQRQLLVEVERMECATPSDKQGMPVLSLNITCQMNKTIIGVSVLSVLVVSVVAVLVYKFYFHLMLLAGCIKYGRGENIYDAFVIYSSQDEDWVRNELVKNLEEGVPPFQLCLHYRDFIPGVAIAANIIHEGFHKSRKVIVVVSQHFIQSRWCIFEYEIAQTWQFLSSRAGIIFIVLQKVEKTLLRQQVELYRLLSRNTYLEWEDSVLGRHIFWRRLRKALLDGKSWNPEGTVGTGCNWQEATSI
# Target sequence (Q99836 whole entry, looked up): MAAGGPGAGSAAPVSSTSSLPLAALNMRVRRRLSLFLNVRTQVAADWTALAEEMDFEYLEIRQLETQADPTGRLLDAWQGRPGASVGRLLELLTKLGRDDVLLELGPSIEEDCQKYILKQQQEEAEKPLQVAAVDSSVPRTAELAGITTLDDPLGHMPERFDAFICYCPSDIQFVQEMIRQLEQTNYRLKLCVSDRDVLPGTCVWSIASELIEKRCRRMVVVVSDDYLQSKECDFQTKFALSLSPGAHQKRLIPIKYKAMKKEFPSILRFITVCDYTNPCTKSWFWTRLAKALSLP
# PPARg SRC2 recr – PPARgamma-driven SRC-2 recruitment agonism; P37231; PPARgamma LBD-SRC-2 recruitment, biochemical; activation, % at 8 µM; 0.34% of 200,000 active; AID 1032; in the data active = activation above about 22%;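 note: 0% = vehicle and 100% = reference agonist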
# bIAP activator – intestinal alkaline phosphatase (bovine) activation; AID 1016; activation factor at 20 µM; purified bovine IAP, CDP-star luminescence, 30 min; stronger effect = higher value; fold of DMSO-control signal, blank-subtracted; 0.17% of 200,000 active;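 active = activation factor of 2 or more at 20 µM, a signal rise over negative controls twice the positive control's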
# PPARg SRC1 recr – promotes SRC-1 coactivator recruitment by human PPARgamma; P37231; PPARgamma-SRC-1 coactivator recruitment biochemical assay; activation, % at 8 µM; 0.41% of 200,000 active; in the data active = activation above about 19%;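 note: 0% = DMSO and 100% = reference agonist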
# SRC2 TRFRET art – TR-FRET artefact, counter-screen to PPARgamma/SRC-2 agonist assay. stronger effect = higher value. TR-FRET ratio at 8 µM. 0.4% of 200,000 active. AID 1049; in the data active = TR-FRET ratio above about 2000; note: inactives centre near 1500
# bIAP inhibitor – blocks bovine intestinal alkaline phosphatase activity; purified bovine IAP, CDP-star luminescence, 30 min; inhibition, % at 20 µM; 190,000 tested, under 10 active;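 active = over 50% inhibition of intestinal alkaline phosphatase at 20 µM in the single-dose screen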
#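 test system = bovine IAP enzyme | medium = DEA buffer 100 mM, pH 9.8, with MgCl2 1.0 mM, ZnCl2 0.02 mM | detection = luminescence | dosing = single compound dose of 20 µM, 2% DMSO final | incubation = 30 min reaction at room temperature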
# ROMK primary – human ROMK K+ channel modulation, primary screen; 2% of 130,000 active; Tet-inducible ROMK, thallium flux fluorescence; actives lie on both sides; AID 1918; B-score at 10 µM; P48048;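 active = signal ratio slope over the read window, or its plate-corrected B-score, at least 3 SD from the plate mean, either direction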;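 note: B-score of the F/F0 ratio slope over 7 to 12 s after thallium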
# Active calls of the source: *; . = no result given.
SMILES,DTT redox prof,Lmaj promast,PPARg SRC-3 ag,S1P3 antag,TLR4 MyD88 comp,PPARg SRC2 recr,bIAP activator,PPARg SRC1 recr,SRC2 TRFRET art,bIAP inhibitor,ROMK primary
c1cnc(-c2noc(CN3CCN(C4CCCC4)CC3)n2)cn1,-0.7,-2,1,-15,-3,1,1,7,1242,-2,-0.11
CC1(O)c2ccccc2C(=O)N1Cc1ccccc1 (stereo not given),0.5,-11,-2,5,-8,6,1,1,1684,3,.
COc1ccc(/C=C2/SC(c3ccc(C)cc3)=NC2=O)cc1OC,-0.5,-3,8,.,10,-1,0.8,6,1438,16,-3.2*
COCCOC(=O)C1=C(C)NC(=S)NC1c1cccs1 (stereo not given),-0.1,-4,5,4,-1,9,0.9,5,1602,9,0.25
CCOc1cc(C2C3=C(CCCC3=O)OC3=C2C(=O)CCC3)cc([N+](=O)[O-])c1O,-0.1,-1,-2,-25,-10,-3,0.8,-7,1238,19,0.94
CC1CCN(S(=O)(=O)c2ccc(NC(=O)CSc3nnnn3C)cc2)CC1,2.7,-2,10,2,-5,8,0.8,2,1460,17,.
CS(=O)(=O)N1CCN(c2ncccn2)CC1,1.3,-6,-1,-23,1,4,0.9,-6,1532,7,.
CC(=O)N(CC(=O)Nc1nn(-c2ccccc2)nc1C(N)=O)Cc1ccccc1,1.6,2,-3,-54,-23,-8,1,-4,1453,1,0.71
O=C(O)C1CCCN1C(=O)Nc1ccc(Cl)cc1 (stereo not given),-0.1,-9,-1,3,-2,8,0.9,4,1801,8,0.31
O=C1CN(C(=O)c2ccc(Br)o2)C(c2ccccc2)c2cc(F)ccc2N1 (stereo not given),-1.2,92*,0,2,2,4,0.9,14,1562,14,.
COc1ccc(NC(=O)Nc2ccc(N(C)C)cc2)cc1,1.7,4,12,26,-5,4,0.9,11,1911,15,.
O=C(O)C1CCC(=O)N1C1CCCC1 (stereo not given),-0.6,-8,-4,5,-10,12,0.9,3,1498,15,.
CCCOP(=O)(c1ccc(N(C)C)cc1)C(O)c1cccnc1 (stereo not given),1.3,4,5,.,7,-6,0.9,3,1660,8,.
COC(=O)c1ccccc1S(=O)(=O)N1Cc2cc([N+](=O)[O-])ccc2Oc2ccccc21,0.2,86*,2,.,12,0,1,-5,1467,2,1.3
CCC(=O)Nc1cccc(C(=O)/C=C/c2cccs2)c1,-0.4,41,4,4,3,9,0.9,13,1745,7,-1.4
CCOC(=O)Cc1c(C)nc2c(-c3ccc(Cl)cc3)c[nH]n2c1=O,-1.1,-5,2,6,3,4,0.8,8,1597,20,1.1
COc1ccc(N(C(=O)Cn2nnc(-c3ccc(Cl)cc3)n2)C(C(=O)NCC2CCCO2)c2ccncc2)cc1 (stereo not given),-0.5,1,4,-10,3,6,1,8,1782,-4,-1.3
Cc1ccc(N(CCC(=O)Nc2nnc(C3CC3)s2)S(=O)(=O)c2ccccc2)cc1,-0.4,53*,-3,-12,-8,-14,1.1,-1,1540,-8,2.2
O=C(CC1C(=O)NCCN1CC1CCCCC1)NCc1ccc(Cl)cc1 (stereo not given),-1.4,1,-5,-7,18,1,1.2,5,1631,-20,-0.32
CC(C)CC(=O)N1CCN(S(=O)(=O)c2ccccc2)CC1,0.1,-5,-3,.,0,0,1,-4,1324,2,0.67
Cc1nnc(NC(=O)CCC(=O)N2CCC(C)CC2)s1,1.9,2,-9,-29,-6,-4,0.9,0,1375,6,0.1
N#C/C(=C/c1ccc(OCc2ccc(C(=O)O)cc2)c(Br)c1)c1cccc(F)c1,-0.1,7,5,-9,2,2,0.8,4,1594,20,1.2
Cc1occc1C(=O)NNC(=S)NCc1ccc(Cl)cc1,-0.1,-4,-1,-2,-7,4,0.9,-4,1553,9,-1
Cc1ccc(NC(=O)Cc2nnc(SCC(=O)Nc3ccccc3)n2C)cc1,0.1,45,-2,-2,1,-1,1,2,1498,2,0.32
Cn1c(CCc2ccccc2)nnc1SCC(=O)N1CCCC1,-4.0,-1,2,5,2,-7,1,9,1606,1,.
CSc1nc(N)c(C#N)c(-c2ccccc2Cl)c1C#N,-0.7,13,-5,.,4,-6,0.9,7,1375,11,-0.57
Cc1nnc(NC(=O)c2csc3c2CCC(C)C3)s1 (stereo not given),0.7,4,1,-19,-14,2,1.1,-14,1528,-7,.
O=C(Nc1ccccc1Cl)N(Cc1nc2ccccc2c(=O)[nH]1)Cc1cccs1,0.1,44,5,-13,-7,7,0.8,0,1630,24,0.35
COc1ccc(OC)c(NC(=O)CSc2ncccn2)c1,0.2,-1,8,.,8,-3,0.9,0,1456,5,-0.14
NC(=O)NC(=O)CC1S/C(=N/N=C/c2ccccc2)NC1=O (stereo not given),2.1,-6,5,-3,-3,4,0.9,4,1506,11,1.2
CCN(CC)CCN1C(=O)C(=O)/C(=C(/O)c2ccncc2)C1c1ccccc1 (stereo not given),-4.0,-3,1,-13,-8,9,1,5,1600,-4,0.076
O=C(Nc1sc2c(c1C(=O)NCC1CCCO1)CCCC2)c1cccs1 (stereo not given),1.3,1,-3,-22,0,-5,0.9,10,1556,12,.
Cc1ccc(NC(=S)N=Nc2c(O)n(C)c3ccc(S(=O)(=O)N4CCOCC4)cc23)cc1C,1.0,7,4,-1,1,14,0.9,-2,1528,7,1.1
CCOC(=O)C1=C(CSCc2ccccc2)NC(=O)NC1c1cc(C)ccc1C (stereo not given),-2.1,16,0,.,4,6,0.6,8,1645,39,.
NC(=O)CSc1nnc(-c2ccc(S(=O)(=O)N3CCOCC3)cc2)n1CC1CCCO1 (stereo not given),3.3,-2,-10,-15,-2,2,1,1,1493,-1,.
CCN=C1SC(CC(=O)Nc2sc3c(c2C#N)CCCC3)C(=O)N1CC (stereo not given),0.0,5,8,.,-2,-2,0.9,4,1476,8,0.02
COCCOC(=O)C1=C(C)Nc2ncnn2C1c1ccc(F)cc1 (stereo not given),-1.1,-6,8,-29,-4,5,0.9,2,1515,11,.
Cc1ccccc1NC1=C(Cl)C(=O)OC1OC(=O)c1ccco1 (stereo not given),0.3,33,3,.,4,3,0.9,0,1421,6,0.78
CC1SC(c2ccccc2Cl)NC1=O (stereo not given),-0.1,-4,-2,.,-8,-3,0.9,3,1406,13,0.67
Clc1ccccc1CSc1nncn1NC/C=C/c1ccccc1,0.5,0,0,-4,2,1,1.3,-1,1497,-31,.
C/C(=N\N=C1\NC(=O)CS1)c1cccs1,-0.9,2,6,0,-2,6,1,0,1686,4,-0.0019
FC(F)Oc1ccc(-c2csc(=Nc3cccnc3)n2CC2CCCO2)cc1 (stereo not given),-0.2,7,-1,17,7,-6,0.9,1,1596,8,-0.35
Cc1nc2ccccc2n1C(=O)c1ccccc1[N+](=O)[O-],0.6,-4,-1,-7,4,1,0.9,6,1572,11,.
Cc1ccc(S(=O)(=O)N2CCCCC2)cc1NC(=O)CSc1ncn[nH]1,0.1,-2,4,3,-4,5,1.1,-3,1554,-6,-1.8
O=C(O)CNc1nc(-c2ccccc2)nc2ccccc12,1.8,-1,-1,.,-11,7,1,4,1675,2,.
Cc1oc(-c2ccccc2Cl)nc1Cn1cccc1C1=NC(c2ccccc2)CO1 (stereo not given),-6.7,-4,-7,.,-5,9,0.9,0,1559,14,.
COC(=O)CC(=O)N1CCN(c2ccc(Cl)c(Cl)c2)CC1,-1.8,0,2,-16,11,10,1,-1,1566,5,0.017
CCCNC(=O)c1ccc(OC)cc1OC,0.5,-8,-1,.,10,7,1,8,1533,1,.
O=C(CCSc1ccccn1)c1ccccc1,-0.9,77*,2,-17,-3,-2,0.7,3,1546,26,0.016
Cn1cc(C(=O)NCN2CCCCC2)c2ccccc21,0.5,-3,0,.,8,4,1,0,1523,3,-1.7
CCOc1ccccc1NC(=O)c1cccc(S(=O)(=O)N(Cc2ccccc2)c2ccccc2OC)c1,2.4,86*,-2,0,4,-1,0.9,-11,1485,13,.
CCOC(=O)c1cn(Cc2cccc(Cl)c2)nn1,-0.5,-13,2,-10,-7,0,1.1,5,1835,-12,0.023
COc1cccc(Nc2ncccc2C(=O)O)c1,-0.5,-3,8,-33,-9,8,1,4,1422,3,.
CCOC(=O)N/N=C/C(Cl)=C/c1ccccc1,-0.6,6,4,-5,-18,6,1,9,1771,3,0.79
CCC(C)c1ccc(NC(=O)c2cnn3c(C(F)F)cc(C)nc23)cc1 (stereo not given),-0.3,2,-2,-3,10,-2,1.1,0,1549,-8,1.4
CNC(=O)c1sc(-c2cccs2)nc1C,0.5,8,1,-49,-17,1,0.9,-5,1565,6,-0.4
COc1ccc2nc(C)cc(SCC(=O)N/N=C/c3ccc(O)c(O)c3)c2c1,-1.5,15,7,-18,-6,3,1.1,-5,1568,-5,0.71
COC(=O)c1cc2sc(Cl)cc2n1CC(=O)Nc1ccc(OC)c(OC)c1OC,-0.1,10,4,39,5,8,1.1,1,1359,-9,1.1
O=C(CSc1nnc(-c2ccc(F)cc2)c2ccccc12)Nc1ccccc1,-0.1,33,8,8,11,6,0.9,11,1768,9,-1.1
O=C(CC(c1ccccc1)c1ccccc1)N1CCN(c2ccccn2)CC1,-0.1,9,-4,17,-1,-2,1.1,1,1494,-8,0.018

# Part of the list above, with two lines to a compound.
# Order of values: DTT redox prof, Lmaj promast, PPARg SRC-3 ag, S1P3 antag, TLR4 MyD88 comp, PPARg SRC2 recr, bIAP activator, PPARg SRC1 recr, SRC2 TRFRET art, bIAP inhibitor, ROMK primary
COc1cccc(Nc2ncccc2C(=O)O)c1
  -0.5, -3, 8, -33, -9, 8, 1, 4, 1422, 3, .
CCOc1ccccc1NC(=O)c1cccc(S(=O)(=O)N(Cc2ccccc2)c2ccccc2OC)c1
  2.4, 86*, -2, 0, 4, -1, 0.9, -11, 1485, 13, .
Cn1cc(C(=O)NCN2CCCCC2)c2ccccc21
  0.5, -3, 0, ., 8, 4, 1, 0, 1523, 3, -1.7
O=C(CSc1nnc(-c2ccc(F)cc2)c2ccccc12)Nc1ccccc1
  -0.1, 33, 8, 8, 11, 6, 0.9, 11, 1768, 9, -1.1

# (cont.)
SMILES,DTT redox prof,Lmaj promast,PPARg SRC-3 ag,S1P3 antag,TLR4 MyD88 comp,PPARg SRC2 recr,bIAP activator,PPARg SRC1 recr,SRC2 TRFRET art,bIAP inhibitor,ROMK primary
FC(F)(F)c1cccc(NC(=S)NCC(c2cccnc2)N2CCOCC2)c1 (stereo not given),-0.3,61*,-1,-18,10,-3,1,6,1615,-4,.
Cn1c(=O)c2c(nc(CN3CCN(c4ccccc4F)CC3)n2CCCc2ccccc2)n(C)c1=O,0.1,20,12,-26,8,2,.,0,1602,.,-1.4
CCC(=O)Nc1ccccc1C(=O)N1CCN(Cc2ccccc2)CC1,4.9,-6,6,5,-7,-1,1,-6,1518,4,.
O=C(NC(=S)Nc1ccc(Cc2ccncc2)cc1)c1ccccc1Cl,0.7,-5,1,-32,-13,3,1.1,-2,1447,-10,-0.11
CCCCn1c(NC(=S)Nc2ccccc2)nc2ccccc21,0.0,80*,0,-10,3,3,0.8,-3,1824,19,0.32
CS(=O)(=O)c1ccc(C(=O)N2CCN(Cc3ccccc3)CC2)cc1,-0.2,-3,4,-1,-7,11,1,7,1650,-5,0.16
COC(=O)C1=C(N)Oc2cc(C)n(CC3CCCO3)c(=O)c2C1c1ccccc1 (stereo not given),0.4,4,4,-27,-1,3,0.9,-7,1519,8,-0.23
